Assay outcomes from PubChem.
GPR151 activ = activators of human GPR151, primary screen, cell-based, PathHunter beta-arrestin, luminescence. AID 1508602, 2020. actives 1% (n = 650,000). activation, % at 11.2 µM. PathHunter beta-arrestin GPR151 cells. G-protein coupled receptor 151 (Homo sapiens), Q8TDV0; in the data active = activation above about 4.9%;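 also: 0% = median of compound wells and 100% = cells with positive control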
Target sequence (Q8TDV0 whole entry, looked up): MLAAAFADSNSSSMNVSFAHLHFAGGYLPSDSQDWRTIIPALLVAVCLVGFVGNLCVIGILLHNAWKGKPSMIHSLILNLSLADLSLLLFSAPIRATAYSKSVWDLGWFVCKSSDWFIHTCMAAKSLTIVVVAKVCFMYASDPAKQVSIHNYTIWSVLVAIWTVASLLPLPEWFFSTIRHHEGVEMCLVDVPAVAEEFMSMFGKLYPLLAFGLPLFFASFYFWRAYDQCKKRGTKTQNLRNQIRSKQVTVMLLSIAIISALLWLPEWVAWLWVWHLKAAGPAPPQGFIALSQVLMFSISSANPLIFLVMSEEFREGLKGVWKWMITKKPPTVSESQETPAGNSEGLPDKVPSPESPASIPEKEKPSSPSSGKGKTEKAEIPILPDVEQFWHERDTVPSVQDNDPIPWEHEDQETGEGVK
TEAD-YAP inh = TEAD-YAP interaction inhibition, primary screen, TEAD-YAP interaction inhibitor project, luminescence, HEK-TIYL cells; TEAD-Gal4/YAP UAS-luciferase luminescence; inhibition, % at 9.12 µM; actives 1.4% (n = 640,000); AID 1259422, 2018; in the data active = inhibition above about 32%;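 also: 0% = median of test compound wells and 100% = reference inhibitor wells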
FBW7 act = FBW7 E3 ligase activators, primary screen, biochemical, AlphaScreen, human | F-box/WD repeat-containing protein 7 (Homo sapiens), Q969H0 | AlphaScreen FBW7–phospho-cyclin E peptide binding, activator screen | normalized activity (activation), % at 26.1 µM | actives 0.13% (n = 650,000); in the data active = normalized activity above about 1.9%;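 also: purified mutant Fbw7 with reduced substrate affinity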
MITF inh = MITF inhibitors, primary screen, biochemical, AlphaScreen, human | AlphaScreen MITF homodimerization, bead proximity signal | inhibition, % at 2.6 µM | actives 0.91% (n = 650,000); in the data active = inhibition above about 50%;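 also: 0% = vehicle wells with protein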
Target sequence (O75030 whole entry, looked up): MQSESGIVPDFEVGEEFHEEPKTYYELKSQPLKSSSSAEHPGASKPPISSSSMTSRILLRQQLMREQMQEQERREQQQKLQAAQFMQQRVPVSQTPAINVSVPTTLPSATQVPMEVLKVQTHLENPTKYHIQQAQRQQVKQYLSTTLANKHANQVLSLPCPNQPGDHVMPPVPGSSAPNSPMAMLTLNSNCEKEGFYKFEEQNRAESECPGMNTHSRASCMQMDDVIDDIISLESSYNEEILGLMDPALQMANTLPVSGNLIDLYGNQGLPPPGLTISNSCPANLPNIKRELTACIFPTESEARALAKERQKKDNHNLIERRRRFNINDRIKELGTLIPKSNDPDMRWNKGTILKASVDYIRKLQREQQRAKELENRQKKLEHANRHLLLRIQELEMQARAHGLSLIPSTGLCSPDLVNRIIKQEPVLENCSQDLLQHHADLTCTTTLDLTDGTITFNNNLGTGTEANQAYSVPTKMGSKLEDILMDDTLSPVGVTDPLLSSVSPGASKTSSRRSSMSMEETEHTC
* = called active by the depositor. This is a random part of the collection; overall some 3.4% were active at least once.

SMILES | GPR151 activ | TEAD-YAP inh | FBW7 act | MITF inh
O=C(Nc1cccc(Cl)c1Cl)C1(c2ccc(F)cc2)CC1 | 2.7 | 4 | 0.1 | 3
CCN(c1cccc(C)c1)c1ncnc2c1cnn2-c1cccc(C)c1 | 0.6 | 3 | 0.0 | -7
COc1ccc(S(=O)(=O)Nc2ccc(-c3cn4ccc(C)cc4n3)cc2)cc1OC | -0.2 | -25 | 0.3 | 18
Cc1ccccc1-n1c(O)c(C=NCCC2=CCCCC2)c(=O)[nH]c1=S | 1.9 | 3 | 0.2 | 16
Cc1cc(C)c2nc3sc(C(N)=O)c(N)c3cc2c1 | -0.3 | -55 | 0.3 | 20
COc1ccc(C(=O)Nc2ccccc2C(=O)NC(C(=O)NCC(C)C)C(C)C)cc1 (stereo not given) | 0.9 | -3 | -0.2 | 7
O=C(O)C1CCCCC1C(=O)Nc1nc(-c2cccc3ccccc23)cs1 (stereo not given) | 0.6 | -3 | 0.0 | -4
Nc1nnnn1CC(=O)N(Cc1ccco1)C1(C(=O)Nc2ccccc2)CCCCC1 | -1.7 | 0 | 0.7 | -1
COC(=O)CNS(=O)(=O)c1c(C)[nH]c(=O)[nH]c1=O | 0.2 | -2 | 0.0 | -4
CCOc1ccc(-n2c(=S)sc3c(=O)n(-c4ccccc4)c(SCC(=O)Nc4ccc(C)c(Cl)c4)nc32)cc1 | -0.7 | 6 | -0.2 | 1
O=C(CSc1ccncc1)Nc1ccc(S(=O)(=O)Nc2nccs2)cc1 | -0.4 | 8 | -0.2 | 4
O=C(CCNC(=O)c1ccc(Cl)cc1)Nc1c(F)c(F)cc(F)c1F | 1.1 | -7 | -0.1 | 9
COc1ccc2[nH]c(=O)c(CN(Cc3ccco3)Cc3nnnn3Cc3ccco3)cc2c1 | 0.1 | 3 | -0.2 | 45
COc1ccc(CCNC(=O)CCc2c(C)nc3c(c(C)nn3C)c2C)c(OC)c1OC | -1.4 | 13 | 0.6 | 2
Nc1nnc(-c2ccc(Cl)cc2)s1 | -2.6 | -22 | 0.0 | 23
COc1ccc(Nc2ncnc3c2c(-c2ccccc2)cn3-c2ccc(C)c(Cl)c2)cc1Cl | 0.1 | 5 | -0.1 | -12
O=C(NCc1ccc(Cl)cc1)c1ccc(Cn2c(=S)[nH]c3cc4c(cc3c2=O)OCO4)cc1 | 0.3 | 3 | -0.2 | -11
COc1cc(/C(N)=N/O)ccc1OC(F)F | -1.7 | -2 | -0.2 | 2
Nc1nc(N2CCN(c3ccccn3)CC2)nc2c1ncn2CCN1CCCC1=O | -1.1 | -7 | 0.1 | -1
c1ccc(Cn2nnc3c(NCc4ccco4)ncnc32)cc1 | 1.1 | -14 | -0.1 | 15
CCc1c(C(=O)Nc2ccc(S(=O)(=O)N3CCOCC3)cc2)csc1C | 0.7 | -11 | 0.1 | 8
Cc1sc2nc(Cc3ccccc3)nc(Nc3ccccc3F)c2c1C | -0.4 | 9 | 0.1 | 4
CCc1nc2ccccc2c(NC(=O)CN2CCC(C)CC2)c1C | 5.3* | -2 | -0.1 | 44
O=C(CCS(=O)(=O)Cc1ccccc1)NCc1ccc2c(c1)OCO2 | -1.5 | -7 | 0.0 | 0
O=C(NCCCn1ccnc1)c1ccc(C(F)(F)F)cc1 | 0.4 | 3 | 0.0 | 6
COc1ccc(C(NC(=O)c2c(SC)nc3sccn3c2=O)C(F)(F)F)cc1 (stereo not given) | 2.1 | 5 | 0.6 | 18
CCOc1cccc2cc(-c3csc(NC(=O)C4CC4)n3)oc12 | 0.5 | 2 | 0.1 | 8
CC(C)N(C(=O)CSc1nnnn1-c1ccc2c(c1)OCCO2)C(C)C | 0.8 | -9 | -0.1 | 4
CCOc1ccccc1N1CCN(C(=O)c2ccc(Cl)cc2Cl)CC1 | 1.2 | 1 | -0.1 | 7
COC(=O)C1(c2ccccc2)NC(c2cccs2)C2C(=O)N(c3ccccc3)C(=O)C21 (stereo not given) | 0.9 | 0 | 0.8 | -14
Cc1nn(C)cc1CN(C)C(Cc1ccccc1)C1CCN(CCO)CC1 (stereo not given) | 0.3 | 3 | 0.0 | -1
C[C@H](NC(=O)N[C@H]1C[C@H]2C(=O)N[C@H](C)C(=O)N2C1)c1ccccc1 | -0.6 | 3 | -0.1 | 5
O=S(=O)(NCCOCC(F)(F)C(F)F)c1ccc2oc3ccccc3c2c1 | -0.6 | 10 | 0.0 | 5
Cc1csc(NC(=O)c2ccc(Cn3nc(C)c(Br)c3C)o2)n1 | 0.7 | 30 | 0.0 | 5
COc1ccc(/C(=N\O)c2nccc3cc(OC)c(OC)cc23)cc1OC | 0.3 | 0 | 0.2 | 8
COc1cccc(C(=O)OCC(=O)OC(C)(C)C)c1O | -0.3 | -26 | 0.0 | -6
CS(=O)(=O)Nc1ccc(C(=O)NC2CCCCCC2)cc1 | -0.2 | -13 | 0.2 | 2
COc1cc([C@@H]2C[C@H]3CN(Cc4ccccc4OC)C(=O)[C@]34CCCN24)c(Cl)cc1O | 0.6 | -4 | 0.0 | -5
COc1ccc(C(=O)Oc2ccc(Br)cc2C(=S)N2CCOCC2)cc1 | -1.8 | 2 | 0.2 | 16
COc1cc2[nH]c(=S)n(C3CCN(Cc4ccccc4)CC3)c(=O)c2cc1OC | 1.3 | -7 | -0.1 | -7
COc1cccc(OCC(=O)NCCCS(=O)(=O)N2CCN(c3ccccn3)CC2)c1 | 0.7 | 7 | 0.0 | -1
Cn1c(CN2CCCC2)nc2cc(NC(=O)c3ccco3)ccc21 | -0.9 | -12 | -0.2 | 0
CCOCCCNC(=O)CN1CCC(O)(c2ccccc2)CC1 | -0.6 | -2 | -0.2 | -5
Cc1cc(C(=O)N/N=C/c2cn(Cc3ccccc3)c3ccccc23)n[nH]1 | -1.5 | -3 | -0.1 | 0
COc1ccc(NC(=O)c2sc3nc4c(c(-c5ccco5)c3c2N)CCCCC4)cc1 | 1.2 | 8 | 0.0 | -3
C=CCOc1ccc(CNc2cccc(C(=O)O)c2)cc1 | -5.6 | -43 | 0.0 | 5
CCNc1nc(F)nc(F)c1C | -0.9 | 8 | 0.3 | 8
COc1cccc(-n2nnc3c(=O)n(Cc4cc(C)ccc4C)cnc32)c1 | 0.1 | 13 | 0.7 | 2
O=C(N/N=C/c1ccc(/C=N/NC(=O)c2ccc(O)c(O)c2)cc1)c1ccc(O)c(O)c1 | 1.7 | -6 | -1.0 | 107*
O=C(O)C1CSC(c2ccc(Cl)c(Cl)c2)N1 (stereo not given) | 0.8 | -4 | 0.0 | 4
O=C(Cc1ccc(Cl)cc1)NCCCCNC(=O)Cc1ccc(Cl)cc1 | 0.7 | 11 | 0.9 | 12
O=C(Nc1ccccc1Oc1cccnc1)C1CCCN(Cc2ccc(F)cc2)C1 (stereo not given) | -0.4 | -11 | 0.2 | 14
O=c1c(-c2nc3sc4c(c3c(=O)[nH]2)CCCC4)coc2ccccc12 | 1.6 | 2 | -0.3 | -6
CCOc1ccc(NC(=O)c2cc3n(n2)C(C(F)(F)F)CC(c2ccc4c(c2)OCO4)N3)cc1 (stereo not given) | 0.6 | -16 | -0.1 | 13
O=C(N1CCCCC1)C1(S(=O)(=O)c2ccc(Cl)cc2)CC1 | -0.7 | -1 | 0.0 | 4
CC1CC(C)CN(C(=O)CN2C(=O)N3CCN=C3c3ccccc32)C1 (stereo not given) | -0.2 | 5 | -0.1 | 10
CCOc1ccccc1-n1c(-c2cccnc2)n[nH]c1=S | -1.7 | 0 | 0.1 | 12
Cc1cc(OC2CCN(C(=O)c3ccc4[nH]ncc4c3)CC2)ncc1Cl | 0.0 | 7 | 0.1 | 0
COC(=O)C(C)(Cc1ccccc1)CC1(C)CC(C)(C(=O)OC)OC1=O (stereo not given) | 0.2 | 3 | 0.3 | 4
COc1ccc(Cl)cc1NC(=O)CSc1nc2ncccc2[nH]1 | -1.9 | -20 | 0.8 | 13

Three entries drawn at random from the list so far, as already listed:
SMILES | GPR151 activ | TEAD-YAP inh | FBW7 act | MITF inh
O=c1c(-c2nc3sc4c(c3c(=O)[nH]2)CCCC4)coc2ccccc12 | 1.6 | 2 | -0.3 | -6
COc1cccc(-n2nnc3c(=O)n(Cc4cc(C)ccc4C)cnc32)c1 | 0.1 | 13 | 0.7 | 2
O=C(O)C1CSC(c2ccc(Cl)c(Cl)c2)N1 (stereo not given) | 0.8 | -4 | 0.0 | 4

(more compounds)
SMILES | GPR151 activ | TEAD-YAP inh | FBW7 act | MITF inh
COc1cc(C2CC(=O)N(C)c3ccccc3S2)cc(OC)c1OC (stereo not given) | -0.4 | 26 | -0.5 | -1
CC1CCN(CC(O)CN2c3ccccc3Sc3ccccc32)CC1 (stereo not given) | 1.4 | 1 | -0.7 | 4
C/C(=C1/SC(=S)NC1=O)c1cccc([N+](=O)[O-])c1 | 0.3 | 12 | -0.1 | 3
C/C(=N\NC(=O)CN1CCN(Cc2ccccc2)CC1)c1cccc(Br)c1 | 0.1 | -4 | 0.2 | 7
Cc1cc(C)n(-c2cc(N3CCN(C(=O)c4ccccc4Cl)CC3)ccc2[N+](=O)[O-])n1 | -0.9 | -4 | 0.0 | -14
CCc1ccc(NC(C)=O)c(C(=O)O)c1 | 0.8 | 7 | 0.1 | 15
O=C(NCCc1ccccc1)N1CCCC(N2CCN(c3ccccc3)CC2)C1 (stereo not given) | -1.9 | 8 | 0.4 | 7
CC(=O)Nc1ccc(SCC(=O)NCC2(N3CCCCC3)CCCCC2)cc1 | 1.3 | 1 | 0.0 | 0
Cc1ccc(N=c2scc3n2CCC3)cc1 | 0.4 | -79 | -0.1 | -7
O=C(CSc1nnc(-c2ccccc2)c(-c2ccccc2)n1)NCCc1ccccc1 | 0.3 | 15 | 0.0 | 5
CCOc1ccc(CC(=O)NCCS(=O)(=O)N2CCN(c3ncccn3)CC2)cc1 | 0.5 | 7 | 0.0 | 8
COc1ccc(C2C(C#N)=C(N)OC3=C2C(=O)CC(C)(C)C3)cc1COc1ccccc1[N+](=O)[O-] (stereo not given) | -0.8 | -17 | 0.0 | 0
O=C(c1cccc(Cl)c1)n1cnc2ccccc21 | 2.8 | -3 | 0.1 | -2
CCOc1ccc(-c2nc3cc(NC(=O)c4ccccc4OC)ccc3o2)cc1 | -0.2 | -25 | -0.1 | 1
Cc1ccc(C)c(NC(=O)C(C)N(c2ccccc2)S(C)(=O)=O)c1 (stereo not given) | -1.0 | -1 | 0.3 | 3
CCn1ccnc1N1CCN(C(=O)c2cc(Cl)ccc2Cl)CC1 | 4.7 | 15 | -0.2 | -1
NS(=O)(=O)c1ccc(NC(=S)NCCc2ccccc2)cc1 | -0.2 | -24 | 0.0 | 20
CC(=O)N1c2ccccc2C(CSc2nnc(-c3ccccc3)o2)=CC1(C)C | 0.8 | 1 | 0.0 | 13
CCc1ccc(NS(=O)(=O)c2cc(C)ccc2OC)cc1 | -0.1 | 13 | 0.2 | 14
Cc1ccc2ccccc2c1CSCC(=O)Nc1ccccc1 | -1.2 | -5 | 0.2 | -15
Cc1nc(-c2ccc(Cl)cc2)sc1C(=O)CBr | 1.0 | -24 | 0.3 | -1
Cc1sc(/N=C/c2ccccc2O)nc1-c1ccccc1 | -0.7 | -3 | 0.4 | 19
COC(=O)c1cccc(NC(=O)c2c(Cl)ccc(Cl)c2OC)c1 | 0.4 | 2 | 0.1 | -4
CCOc1cc([N+](=O)[O-])cc(/C=C2\SC(=S)N(Cc3ccco3)C2=O)c1O | -0.2 | 2 | -0.2 | 5
COc1ccc(S(=O)(=O)c2ccc(OC)cc2)cc1 | 0.2 | 6 | 0.2 | -6
COc1ccc(-c2cn(C(=O)Nc3ccc(Cl)cc3)nc2N)c(OC)c1 | 2.5 | 6 | -0.1 | 5

Molecules from the list above containing an NH in an aromatic ring:
SMILES | GPR151 activ | TEAD-YAP inh | FBW7 act | MITF inh
Cc1ccccc1-n1c(O)c(C=NCCC2=CCCCC2)c(=O)[nH]c1=S | 1.9 | 3 | 0.2 | 16
COC(=O)CNS(=O)(=O)c1c(C)[nH]c(=O)[nH]c1=O | 0.2 | -2 | 0.0 | -4
COc1ccc2[nH]c(=O)c(CN(Cc3ccco3)Cc3nnnn3Cc3ccco3)cc2c1 | 0.1 | 3 | -0.2 | 45
O=C(NCc1ccc(Cl)cc1)c1ccc(Cn2c(=S)[nH]c3cc4c(cc3c2=O)OCO4)cc1 | 0.3 | 3 | -0.2 | -11
COc1cc2[nH]c(=S)n(C3CCN(Cc4ccccc4)CC3)c(=O)c2cc1OC | 1.3 | -7 | -0.1 | -7
Cc1cc(C(=O)N/N=C/c2cn(Cc3ccccc3)c3ccccc23)n[nH]1 | -1.5 | -3 | -0.1 | 0
O=c1c(-c2nc3sc4c(c3c(=O)[nH]2)CCCC4)coc2ccccc12 | 1.6 | 2 | -0.3 | -6
CCOc1ccccc1-n1c(-c2cccnc2)n[nH]c1=S | -1.7 | 0 | 0.1 | 12
Cc1cc(OC2CCN(C(=O)c3ccc4[nH]ncc4c3)CC2)ncc1Cl | 0.0 | 7 | 0.1 | 0
COc1ccc(Cl)cc1NC(=O)CSc1nc2ncccc2[nH]1 | -1.9 | -20 | 0.8 | 13
